FEN1 inh = human FEN1 inhibition. P39748. Recombinant FEN1 flap cleavage, fluorescence, 15 min. Potency, µM (highest dose often 114 µM), for inactives: at the top dose activity change, negative = inhibition, actives largely listed as inhibitors. hit rate 0.35% among 390,000; also: nearly all actives have a fitted effect of over 65% in size
Target sequence (P39748 whole entry, looked up): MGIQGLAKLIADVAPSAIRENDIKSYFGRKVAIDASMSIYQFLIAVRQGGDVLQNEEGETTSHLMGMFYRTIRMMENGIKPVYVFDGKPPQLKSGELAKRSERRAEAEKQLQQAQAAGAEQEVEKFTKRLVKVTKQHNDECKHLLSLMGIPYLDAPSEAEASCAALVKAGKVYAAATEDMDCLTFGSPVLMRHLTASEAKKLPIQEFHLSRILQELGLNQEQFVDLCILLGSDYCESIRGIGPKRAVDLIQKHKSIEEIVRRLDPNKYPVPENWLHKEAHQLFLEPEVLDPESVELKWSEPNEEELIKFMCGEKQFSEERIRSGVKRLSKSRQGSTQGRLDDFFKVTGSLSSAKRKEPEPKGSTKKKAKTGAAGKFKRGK
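Potency values derive from four-parameter Hill fits of normalized qHTS data. The reaction used 10 nM FEN1 preincubated 15 min at room temperature with compound, then 50 nM DNA substrate, read at 0 and 15 min.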
N370S GC = inhibitors or activators of N370S glucocerebrosidase for Gaucher disease; N370S GC spleen homogenate, 4MU-glucoside fluorescence; Potency, µM (top dose mostly 59.4 µM), without a hit: at the highest dose activity change, negative = inhibition, hits mostly inhibitors; hit rate 0.092% among 330,000; AID 2101;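 also: 0% = full enzyme activity and -100% = no enzyme basal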
DT40 TDP1 CPT = DT40-hTDP1 cell growth loss with CPT | chicken DT40 Tdp1-/-;hTDP1 cells + 20 nM CPT, ATP luminescence, 48 h | Potency, µM (titrated, usually from 46.2 µM), for inactives: at the highest dose activity change, negative = growth inhibition, most hits filed as inhibitors | hit rate 12% among 420,000 | AID 686979; also: nearly all actives have a fitted effect of over 55% in size
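Chicken DT40 Tdp1-/- cells complemented with human TDP1, 400 cells/well, exposed to compounds plus 20 nM camptothecin for at least 48 h at 37 C; viability read as ATP content by CellTiter-Glo luminescence.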
Active calls of the source: *; [ ] = dose if it differs, or a comment. Calls follow the shape of the dose curve; as a rule, active = well fitted curve in the direction sought with a large enough effect; inconclusive = small, poorly fitted or top-dose-only effect, or another doubt; inactive = no such curve, though single readings can be large; an effect the other way counts as inactive or inconclusive. Unless noted, % is scaled to controls: 0 for no effect and ±100 for the full control effect; potency is read from the fitted curve at half-maximal effect.

Cc1c(C)n(Cc2ccc(Cl)cc2)c2ccc(C(=O)NCCN3CCOCC3)cc12 was read as FEN1 inh 2%, N370S GC 10µM* and DT40 TDP1 CPT inconclusive.
For Cc1ccc(NC(=O)CSc2ccc3nnc(-c4cccnc4)n3n2)cc1 the results were FEN1 inh 2%, N370S GC -5% and DT40 TDP1 CPT -26%.
CCCOc1ccc(C2c3c(oc4cc(C)c(C)cc4c3=O)C(=O)N2CCCN(C)C)cc1 (stereo unspecified) was read as FEN1 inh -4%, N370S GC -12% and DT40 TDP1 CPT inconclusive.
Cc1ccccc1NC(=O)COc1ccc(Br)cc1CNCCCO was read as FEN1 inh 1%, N370S GC 3% and DT40 TDP1 CPT -2%.
`COc1ccc(CCNC(=O)c2cc3c(F)cccc3s2)cc1OC` gave FEN1 inh 3%, N370S GC 1% and DT40 TDP1 CPT inconclusive.
`COc1cc([N+](=O)[O-])ccc1NC(=O)Nn1cnnc1` gave FEN1 inh -9%, N370S GC -8% and DT40 TDP1 CPT 1%.
`CSc1nnnn1-c1ccc(C(=O)OCC(=O)N2CCOCC2)cc1` gave FEN1 inh 3%, N370S GC -1% and DT40 TDP1 CPT -8%.
For Cc1ccc(-c2nc(S(=O)(=O)c3ccc(C)cc3)c(SCC(=O)NC3CCCCC3)o2)cc1 the results were FEN1 inh -12% and DT40 TDP1 CPT 6%.
COc1ccc(CNC(=O)[C@H](C)N2C(=O)N3CCc4c([nH]c5ccccc45)[C@@]3(C)C2=O)cc1OC was read as FEN1 inh 17%, N370S GC -8% and DT40 TDP1 CPT 2.6µM*.
Cc1cc(=S)c2ccccc2[nH]1 was read as FEN1 inh 16%, N370S GC -14% and DT40 TDP1 CPT inconclusive.
For COc1ccc(CCNC(=O)Cn2cnc3c(cnn3C(C)(C)C)c2=O)cc1OC the results were FEN1 inh -3%, N370S GC 3% and DT40 TDP1 CPT -5%.
COc1ccc(S(=O)(=O)N(C)CC(=O)Nc2ccc(C)cc2)cc1OC was read as FEN1 inh -4%, N370S GC 2% and DT40 TDP1 CPT 23µM*.
Cc1ccc(C(=O)CSc2cc(C)[nH]c(=O)n2)cc1 was read as FEN1 inh -15%, N370S GC -6% and DT40 TDP1 CPT 3%.
`COc1cc(OC)c(/C=N/NC(=O)Cn2nc([N+](=O)[O-])cc2C)c(OC)c1` gave FEN1 inh 19%, N370S GC 6% and DT40 TDP1 CPT 9%.
COc1ccc(-c2cc(C(=O)OC(C)C(=O)Nc3c(C)n(C)n(-c4ccccc4)c3=O)c3ccccc3n2)cc1 (stereo unspecified) was read as FEN1 inh 4%, N370S GC -6% and DT40 TDP1 CPT -27%.
`O=c1c2c(nc3nc(CCc4ccccc4)[nH]n13)CCC2` gave FEN1 inh 2%, N370S GC 1% and DT40 TDP1 CPT -7%.
`O=C(NCC(=O)N1CCN(c2ccccc2O)CC1)C1CCCCC1` gave FEN1 inh 0%, N370S GC -24% and DT40 TDP1 CPT 3.7µM*.
For COC(=O)Cn1c(C2CC(=O)N(c3c(C)cccc3C)C2)nc2ccccc21 (stereo unspecified) the results were FEN1 inh -1% and DT40 TDP1 CPT 0%.
`C=CCn1c(N)c(S(=O)(=O)c2cccs2)c2nc3ccccc3nc21` gave FEN1 inh 8%, N370S GC inconclusive and DT40 TDP1 CPT -12%.
`Cc1ccc(C2C(C#N)=C(N)Oc3c2oc(CO)cc3=O)o1` (stereo unspecified) gave FEN1 inh 3%, N370S GC -10% and DT40 TDP1 CPT 28%.

Reprinted at random: six entries already listed
`Cc1ccc(C2C(C#N)=C(N)Oc3c2oc(CO)cc3=O)o1` (stereo unspecified) gave FEN1 inh 3%, N370S GC -10% and DT40 TDP1 CPT 28%.
For COC(=O)Cn1c(C2CC(=O)N(c3c(C)cccc3C)C2)nc2ccccc21 (stereo unspecified) the results were FEN1 inh -1% and DT40 TDP1 CPT 0%.
For COc1ccc(CCNC(=O)Cn2cnc3c(cnn3C(C)(C)C)c2=O)cc1OC the results were FEN1 inh -3%, N370S GC 3% and DT40 TDP1 CPT -5%.
COc1ccc(S(=O)(=O)N(C)CC(=O)Nc2ccc(C)cc2)cc1OC was read as FEN1 inh -4%, N370S GC 2% and DT40 TDP1 CPT 23µM*.
`O=C(NCC(=O)N1CCN(c2ccccc2O)CC1)C1CCCCC1` gave FEN1 inh 0%, N370S GC -24% and DT40 TDP1 CPT 3.7µM*.
`O=c1c2c(nc3nc(CCc4ccccc4)[nH]n13)CCC2` gave FEN1 inh 2%, N370S GC 1% and DT40 TDP1 CPT -7%.

(next part)
Screening CCc1noc2c1/C(=N\O)CC(c1ccccc1)C2 (stereo unspecified) returned FEN1 inh -1%, N370S GC -17% and DT40 TDP1 CPT inconclusive.
Cc1ccc(S(=O)(=O)N2CCOCC2)cc1NC(=O)CNCC1CCCCC1 was read as FEN1 inh -3%, N370S GC -4% and DT40 TDP1 CPT inconclusive.
`CC(C)c1ccc(NC(=O)c2ccc(NC(=O)CCS(=O)(=O)c3cccs3)cc2)cc1` gave FEN1 inh 1% and DT40 TDP1 CPT -4%.
Screening O=C(c1ccc(Cl)c([N+](=O)[O-])c1)N(Cc1ccccc1)C1CCS(=O)(=O)C1 (stereo unspecified) returned FEN1 inh 0%, N370S GC -1% and DT40 TDP1 CPT -18%.
`NC(=O)C(=O)NN=C1C2CC3CC(C2)CC1C3` gave FEN1 inh 1%, N370S GC 6% and DT40 TDP1 CPT 7%.
For c1ccc(CSCc2nc3ccccc3[nH]2)cc1 the results were FEN1 inh -2%, N370S GC 13% and DT40 TDP1 CPT inconclusive.
Screening O=C(CCCc1ccccc1)Nc1cccnc1Cl returned FEN1 inh 6%, N370S GC 2% and DT40 TDP1 CPT 3%.
COc1ccc(C(=O)Nc2ccc3nc(SCc4ccc(C)cc4)sc3c2)cc1 was read as FEN1 inh 8% and DT40 TDP1 CPT -21%.
Screening COc1cccc(-n2nnnc2SCC(=O)NCCc2ccccc2)c1 returned FEN1 inh 4%, N370S GC 3% and DT40 TDP1 CPT -14%.
COc1ccc(-c2sc3ccccc3c2-c2ccc(O)cc2)cc1 was read as FEN1 inh -23% and DT40 TDP1 CPT -82%.
COc1ccc(-c2oc3ccccc3c(=O)c2O)cc1OC was read as N370S GC 2% and DT40 TDP1 CPT -28%.
Screening CCc1c(C#N)c(SCCC(=O)Nc2cccc(OC)c2)nc2c1C(=O)CC(C)(C)C2 returned FEN1 inh -3%, N370S GC -7% and DT40 TDP1 CPT inconclusive.
Cc1cccc(NC(=S)N/N=C/c2ccc([N+](=O)[O-])s2)c1 was read as FEN1 inh -22%, N370S GC 14% and DT40 TDP1 CPT 13µM*.
Screening COc1cccc(-c2ncc3ccccc3c2COC(=O)c2ccc(Br)cc2)c1 returned FEN1 inh 7% and DT40 TDP1 CPT -27%.
Fc1ccccc1CN(CCN1CCOCC1)C(=S)Nc1ccccc1Cl was read as FEN1 inh 0%, N370S GC 2% and DT40 TDP1 CPT 10%.
For COc1ccc(-c2cn(-c3ccc(C)cc3)c(=O)n2CC(=O)Nc2cccc(F)c2)cc1 the results were FEN1 inh -18%, N370S GC 3%[12.8 µM] and DT40 TDP1 CPT -5%.
`Cc1cccc(N2CCN(C(=O)C3CCCN(S(=O)(=O)c4ccc(Br)s4)C3)CC2)c1C` (stereo unspecified) gave FEN1 inh 12% and DT40 TDP1 CPT 9.2µM*.
For O=C(CCc1c[nH]c2ccccc12)NCc1ccco1 the results were FEN1 inh -4%, N370S GC -4% and DT40 TDP1 CPT -3%.
Screening Cc1cc(S(=O)(=O)N2CCOCC2)ccc1OCC(=O)NCCCn1ccnc1 returned FEN1 inh -9%, N370S GC -9% and DT40 TDP1 CPT -11%.
Screening COc1ccc(C(=O)/C=C/c2ccc(N(C)C)cc2)c(OC)c1 returned FEN1 inh -14%, N370S GC 1% and DT40 TDP1 CPT 7.3µM*.
`CC(C)(C)NC(=O)CCC1COc2ccccc2O1` (stereo unspecified) gave FEN1 inh -18%, N370S GC -19% and DT40 TDP1 CPT -6%.
For COc1cc(/C=N/O)cc(Br)c1OCc1ccc(Cl)cc1 the results were FEN1 inh -16%, N370S GC -19% and DT40 TDP1 CPT inconclusive.
For CCOC(=O)Nc1ccc2c(c1)N(C(=O)CNC)c1ccccc1CC2 the results were FEN1 inh 3%, N370S GC -4% and DT40 TDP1 CPT inconclusive.
Screening CC(=O)c1c(C)[nH]c(C(=O)CSc2nnc(-c3ccccc3)n2Cc2ccc3c(c2)OCO3)c1C returned FEN1 inh -5%, N370S GC -3% and DT40 TDP1 CPT inconclusive.
Screening COc1ccc(CC(=O)Nc2ccc(C(=O)Nc3nccs3)cc2)cc1OC returned FEN1 inh 5%, N370S GC -3% and DT40 TDP1 CPT 6%.
`CCN(CC)CC(=O)NCC1(c2ccccc2)CCOCC1` gave FEN1 inh 0%, N370S GC 9% and DT40 TDP1 CPT -11%.
Screening C(=N\Nc1nc(N2CCCCC2)nc(N2CCCCC2)n1)/c1c[nH]c2ccccc12 returned FEN1 inh -13%, N370S GC 3% and DT40 TDP1 CPT inconclusive.
Screening Cc1cc(NC(=O)CCC(=O)N(CCC(C)C)C(C(=O)NC2CCCC2)c2ccccc2C)no1 (stereo unspecified) returned FEN1 inh 15%, N370S GC -4% and DT40 TDP1 CPT inconclusive.
For O=C(O)c1ccc(COc2ccc3ccccc3c2/C=C2/NC(=O)N(Cc3ccc(F)cc3)C2=O)cc1 the results were FEN1 inh inconclusive, N370S GC 4% and DT40 TDP1 CPT 6%.
For CC1CCCC(NC(=O)CN2C(=O)NC(C)(c3cc(F)ccc3F)C2=O)C1C (stereo unspecified) the results were FEN1 inh -4% and DT40 TDP1 CPT -8%.
`COc1ccc(C2CC(c3ccccc3)=NN2C(=O)c2ccc(F)cc2)cc1` (stereo unspecified) gave FEN1 inh -16%, N370S GC inconclusive and DT40 TDP1 CPT inconclusive.
For CC[n+]1c(/C=C/Nc2ccccc2)oc2ccccc21 the results were FEN1 inh 3%, N370S GC -8% and DT40 TDP1 CPT 15µM*.
O=C(CN1CCCc2ccccc21)N/N=C/c1ccccc1O was read as FEN1 inh 1%, N370S GC 1% and DT40 TDP1 CPT -99%.
`Cc1cccc(NC2=NC3(CCCCC3)N=C(N)N2)c1C` gave FEN1 inh 0%, N370S GC -1% and DT40 TDP1 CPT -15%.
For CN(C)c1ccc(NC(=O)Cn2cc(S(=O)(=O)Cc3cccc(Cl)c3)c3ccccc32)cc1 the results were FEN1 inh -1% and DT40 TDP1 CPT inconclusive.
Screening Cc1ccccc1-c1nn2c(=O)cc(CN3CCN(S(=O)(=O)c4ccc(Cl)cc4)CC3)nc2s1 returned FEN1 inh -12% and DT40 TDP1 CPT -29%.
`O=C(NC12CC3CC(CC(C3)C1)C2)C12CC3CC(C1)CC(n1cnc(Cl)n1)(C3)C2` gave FEN1 inh -6%, N370S GC 18% and DT40 TDP1 CPT 21µM*.
For CC(=O)Nc1ccc(C(=O)OCC(=O)N(c2ccccc2)C2CCS(=O)(=O)C2)cc1 (stereo unspecified) the results were FEN1 inh 24% and DT40 TDP1 CPT -3%.
CC(C)C(=O)Nc1ccccc1C(=O)OCC(=O)c1ccc2c(c1)OCCO2 was read as FEN1 inh -20%, N370S GC 16% and DT40 TDP1 CPT 5%.
For COc1ccc(-n2cnnc2SCC(=O)NC2CCCCC2)cc1 the results were FEN1 inh -2% and DT40 TDP1 CPT -2%.
For CCC(=O)N1CCc2cc(S(=O)(=O)NC(CC(C)C)C(=O)NCc3ccc(C)cc3)ccc21 (stereo unspecified) the results were FEN1 inh 2% and DT40 TDP1 CPT inconclusive.
CSc1ccccc1C(=O)NC1CCCC1 was read as FEN1 inh 4%, N370S GC 4% and DT40 TDP1 CPT -2%.
CS(=O)(=O)c1nc(S(=O)(=O)c2ccc(Cl)cc2)c(NCCCN2CCOCC2)s1 was read as FEN1 inh -12%, N370S GC -16% and DT40 TDP1 CPT -3%.
`O=C(c1cnn2c(C(F)(F)F)cc(-c3ccco3)nc12)N1CCCCCC1` gave FEN1 inh 6%, N370S GC 11% and DT40 TDP1 CPT inconclusive.
For CC(=O)c1ccc(OCCCC(=O)NC2CCCCC2C)cc1 (stereo unspecified) the results were FEN1 inh 0%, N370S GC -17% and DT40 TDP1 CPT 0%.

Assay outcomes: PubChem BioAssay, National Center for Advancing Translational Sciences (NCATS)

A portion of the library; the hit share may differ from the screen's.
